Assay outcomes as filed in PubChem BioAssay.
Glyco luc inh = increase of ERlucT glycosylation luciferase signal, primary screen, N-linked glycosylation inhibitor project, D54 ERlucT cells, luminescence, set 2; reporter increase, % at 12.5 µM; 360,000 compounds, 0.23% hits; D54 ERlucT glycosylation luciferase reporter, 24 h; percent of 100 nM tunicamycin response; AID 588692, 2011;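 active = mean luciferase reporter signal, scaled so untreated is 0 and the glycosylation-blocking control 100, at or above a set limit in every replicate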;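 also: luciferase carries N-glycosylation sites so blocking glycosylation raises the light; 0% = median of neutral control wells and 100% = median of 100 nM tunicamycin wells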
MC4R antagonist = MC4R antagonists of cAMP signaling, primary screen, cell-based, TR-FRET, antagonist arm of biased-ligand search | MC4R-expressing cells, MTII-stimulated cAMP, LANCE TR-FRET | Melanocortin receptor 4 (Homo sapiens), P32245 | inhibition, % at 6.5 µM | AID 540295, 2011 | 360,000 compounds, 0.48% hits;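 active = inhibition above its plate's cutoff, the mean of tested wells on that plate plus 3 SD, cut at about 29% in these data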;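 also: 0% = Melanotan II alone and 100% = Melanotan II plus saturating MCL0020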
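Assay system: U2OS cells stably expressing human melanocortin 4 receptor (MC4R) / Dosing: 6.5 µM / Timing: compound 30 min, challenge 1 h, detection 1 h / Measured by: Eu-cAMP/anti-cAMP TR-FRET, emission 671 nm / Replicates: singlicate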
PDI turbidity = inhibitors of human PDI, primary screen, biochemical, turbidity, single point, plate reader | Protein disulfide-isomerase (Homo sapiens), P07237 | PDI insulin aggregation turbidity, A650, 90 min | inhibition, % at 10 µM | 350,000 compounds, 0.052% hits | AID 588391, 2011;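 active = mean inhibition across replicates of 30% or more, whatever share of single replicates reach that level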;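 also: absorbance from insulin aggregation driven by PDI reduction with DTT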
Target sequence (P07237 whole entry, looked up): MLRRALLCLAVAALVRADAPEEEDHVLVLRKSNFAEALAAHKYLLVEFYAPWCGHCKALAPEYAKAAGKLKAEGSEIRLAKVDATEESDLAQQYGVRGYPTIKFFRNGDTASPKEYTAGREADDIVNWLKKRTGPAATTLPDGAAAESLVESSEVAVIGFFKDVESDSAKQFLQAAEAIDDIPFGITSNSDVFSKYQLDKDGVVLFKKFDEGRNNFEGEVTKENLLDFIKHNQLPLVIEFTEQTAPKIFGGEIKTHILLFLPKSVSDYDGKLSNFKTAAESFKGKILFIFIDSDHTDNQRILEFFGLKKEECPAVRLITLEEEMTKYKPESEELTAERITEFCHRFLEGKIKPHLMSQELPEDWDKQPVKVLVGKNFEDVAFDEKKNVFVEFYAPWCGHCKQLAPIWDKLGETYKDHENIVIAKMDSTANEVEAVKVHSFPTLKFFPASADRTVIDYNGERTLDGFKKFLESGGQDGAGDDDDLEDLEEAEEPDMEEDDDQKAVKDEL
CaV13 FRET inh = Primary screen for inhibitors of IQ motif and Ca2+-dependent inactivation inhibitor domain binding in CACNA1D, Förster resonance energy transfer in living cells, … | HEK cells, CFP/YFP FRET ICDI-IQ, plate reader, 10 min; percent FRET-ratio fall versus neutral wells | inhibition, % at 12.3 µM | 340,000 compounds, 0.098% hits | AID 743397;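 active = mean replicate inhibition of at least 30% and at least 1% of replicates passing that level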;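 also: 0% = median of the neutral control wells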
HTR2A ag = mouse Htr2a agonists via beta-arrestin recruitment, primary screen, cell-based, luminescence; 5-hydroxytryptamine receptor 2A (Mus musculus), P35363; CHO-K1 mHTR2A beta-arrestin complementation; percent of 30 µM serotonin response; activation, % at 7.6 µM; 360,000 compounds, 0.66% hits; AID 624169, 2012;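 active = activation above a run cutoff, the mean activation of all tested compounds plus 3 SD, cut at about 14% in these data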;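 also: 0% = plate median of compound wells and 100% = 30 µM serotonin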
Target sequence (P35363 whole entry, looked up): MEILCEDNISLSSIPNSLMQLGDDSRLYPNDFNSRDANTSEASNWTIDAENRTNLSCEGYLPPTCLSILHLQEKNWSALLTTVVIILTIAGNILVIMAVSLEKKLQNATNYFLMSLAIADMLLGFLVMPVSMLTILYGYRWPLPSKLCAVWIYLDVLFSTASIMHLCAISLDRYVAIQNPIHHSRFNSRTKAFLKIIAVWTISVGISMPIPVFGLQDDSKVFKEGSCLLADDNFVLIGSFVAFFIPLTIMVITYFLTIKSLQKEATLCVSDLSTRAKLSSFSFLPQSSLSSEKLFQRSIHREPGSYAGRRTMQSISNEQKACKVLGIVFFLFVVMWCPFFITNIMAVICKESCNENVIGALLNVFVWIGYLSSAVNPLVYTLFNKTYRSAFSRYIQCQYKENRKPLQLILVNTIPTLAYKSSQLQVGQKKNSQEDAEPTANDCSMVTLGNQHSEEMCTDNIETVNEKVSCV
Vif imaging = HIV Vif self-association inhibitors, primary screen, imaging, HEK293T, single point | HEK293T cells, Vif self-association by quenched fluorescence, 24 h | inhibition, % at 7.49 µM | 340,000 compounds, 0.35% hits; in the data active = inhibition above about 50%, passing the limit was not always enough; also: some results filed as inactive read as strong as hits
MC4R ag barr = MC4R agonists recruiting beta-arrestin, primary screen, cell-based, luminescence, agonist arm of biased-ligand search; U2OS MC4R beta-arrestin complementation; percent of melanotan II response, DMSO zero; activation, % at 8.9 µM; 360,000 compounds, 0.98% hits;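 active = activation above a per-plate cutoff, the mean activation of sample wells on that plate plus 3 SD, cut at about 8% in these data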
H9c2 protect = cardioprotection against H2O2-induced cell death, primary screen, uHTS, H9c2 cells, ATPLite luminescence; 360,000 compounds, 0.63% hits; H9c2 cardiomyocytes, H2O2 injury protection, 2 h; protection from H2O2 cell death, % at 20 µM; AID 588492, 2011;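 active = compounds giving at least 50% protection of heart cells from peroxide-induced death in the single-dose screen, raw or plate-pattern-corrected value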;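 also: 0% = DMSO wells with peroxide and 100% = DMSO wells without peroxide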
aDG glyco up = activators of alpha-DG glycosylation, primary screen, uHTS, Pro5-aDG cells, AlphaScreen; alpha-DG glycosylation AlphaScreen (IIH6); 0% Pro5, 100% B10-LARGE cell signal; activation, % at 10 µM; 360,000 compounds, 0.22% hits;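 active = activation of at least 8% versus controls, or a plate z-score of at least 8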;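 also: Pro5 are CHO cells carrying HIG-tagged alpha-DG that lacks glycosylation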
ABCB6 inh 2 = ABCB6 transporter inhibitors, primary screen, K562-ABCB6 cells, flow cytometry, MLPCN library; K562-ABCB6 porphyrin accumulation, 1 h; active compounds read low; 360,000 compounds, 0.19% hits; ATP-binding cassette sub-family B member 6 (Homo sapiens), Q9NP58; fluorescence ratio to DMSO, % at 10 µM; AID 602162, 2011;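 active = fluorescence ratio to DMSO below 75%, the collection mean minus 3 SD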;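 also: signal is porphyrin accumulated inside mitochondria; 100% equals median channel fluorescence of DMSO control wells; lower ratio means ABCB6 inhibition with less porphyrin fluorescence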
* = called active by the depositor.

CCc1nc2c(OCc3cccc(Cl)c3)cccn2c1N(C)C(=O)c1ccco1 was read as Glyco luc inh -0.5, MC4R antagonist -1.7, PDI turbidity -7.2, CaV13 FRET inh -4.6, HTR2A ag 6.7, Vif imaging -9.5, MC4R ag barr 0.9, H9c2 protect -2.2, aDG glyco up 0.9 and ABCB6 inh 2 99.0.
Screening COc1ccc(-n2c(C)cc(C(=O)CN3C(=O)NC4(CCCc5sccc54)C3=O)c2C)cc1 (stereo not drawn) returned Glyco luc inh -3.3, MC4R antagonist 5.5, PDI turbidity 2.2, CaV13 FRET inh -5.0, HTR2A ag 3.5, Vif imaging 0.7, MC4R ag barr -0.9, H9c2 protect -9.7, aDG glyco up 0.4 and ABCB6 inh 2 88.0.
`C[C@H](CO)N1C[C@H](C)[C@@H](CN(C)Cc2ccc(C(=O)O)cc2)Oc2ccc(NS(=O)(=O)c3cn(C)cn3)cc2C1=O` gave Glyco luc inh 0.4, MC4R antagonist 15.2, PDI turbidity 10.0, CaV13 FRET inh -4.7, HTR2A ag 4.2, Vif imaging -1.8, MC4R ag barr -1.0, H9c2 protect 8.3, aDG glyco up 0.1 and ABCB6 inh 2 104.0.
Screening CCOC(=O)CCN(Cc1ccccc1)S(=O)(=O)c1csc(C(N)=O)c1 returned Glyco luc inh -0.6, MC4R antagonist 5.0, PDI turbidity 7.9, CaV13 FRET inh -2.2, HTR2A ag 0.0, Vif imaging 3.9, MC4R ag barr -3.7, H9c2 protect -1.6, aDG glyco up 0.0 and ABCB6 inh 2 92.0.
Cc1c(/C=N/N2C(=O)C3C4C=CC(C4)C3C2=O)c2ccccc2n1C (stereo not drawn) was read as Glyco luc inh 1.4, MC4R antagonist 9.4, PDI turbidity -2.1, CaV13 FRET inh -6.6, HTR2A ag -0.1, Vif imaging -4.5, MC4R ag barr -2.8, H9c2 protect -0.2, aDG glyco up 0.0 and ABCB6 inh 2 98.0.
`C/C(=N\N1CCN(c2ccc(Cl)cc2)CC1)c1ccco1` gave Glyco luc inh -0.6, MC4R antagonist 8.9, PDI turbidity 7.1, CaV13 FRET inh -2.4, HTR2A ag 1.2, Vif imaging -4.2, MC4R ag barr -0.6, H9c2 protect -2.8, aDG glyco up -0.1 and ABCB6 inh 2 98.0.
Screening CCCc1ccc(-c2csc(NC(=O)C3=COCCO3)n2)cc1 returned Glyco luc inh 0.0, MC4R antagonist 1.4, PDI turbidity 4.1, CaV13 FRET inh -5.6, HTR2A ag 2.0, Vif imaging -12.7, MC4R ag barr 1.8, H9c2 protect -15.0, aDG glyco up 0.2 and ABCB6 inh 2 99.0.
Screening O=C(COC(=O)c1c(Cl)cccc1Cl)Nc1cccc(S(=O)(=O)NC2=NCCCCC2)c1 returned Glyco luc inh -4.3, MC4R antagonist 0.4, PDI turbidity -1.7, CaV13 FRET inh -16.2, HTR2A ag -2.1, Vif imaging 13.6, MC4R ag barr -1.7, H9c2 protect -5.1, aDG glyco up 0.2 and ABCB6 inh 2 98.0.
For CC(Sc1nnc(-c2cccnc2)n1N)C(=O)NCCC1=CCCCC1 (stereo not drawn) the results were Glyco luc inh 2.1, MC4R antagonist 5.1, PDI turbidity 19.9, CaV13 FRET inh -6.1, HTR2A ag 3.3, Vif imaging 0.4, MC4R ag barr 0.4, H9c2 protect 6.9, aDG glyco up -0.2 and ABCB6 inh 2 100.0.
Screening N#CC(c1ccccc1)C(CC(=NO)c1ccccc1)c1ccccc1 (stereo not drawn) returned Glyco luc inh -4.8, MC4R antagonist 15.4, PDI turbidity 9.7, CaV13 FRET inh -10.5, HTR2A ag -4.3, MC4R ag barr 1.0, H9c2 protect -9.7, aDG glyco up 0.0 and ABCB6 inh 2 98.0.
`CCOC(=O)[C@@H]1[C@H]2COc3cc(OC)ccc3[C@@H]2N2C(=O)N(c3cccc(F)c3)C(=O)[C@@]12C` gave Glyco luc inh 0.5, MC4R antagonist 4.7, PDI turbidity 4.2, CaV13 FRET inh -5.2, HTR2A ag -0.7, Vif imaging -2.3, MC4R ag barr 0.1, H9c2 protect -0.4, aDG glyco up 0.0 and ABCB6 inh 2 97.0.
`CC1(C)C2CCC1(C)C(NC(=O)/C=C/c1ccccc1)C2` (stereo not drawn) gave Glyco luc inh -1.8, MC4R antagonist 2.0, PDI turbidity -3.7, CaV13 FRET inh -4.4, HTR2A ag -2.9, Vif imaging -2.7, MC4R ag barr 3.4, H9c2 protect 8.2, aDG glyco up 1.2 and ABCB6 inh 2 90.0.
For CC(C)(CO)NC(=O)C12CC3CC(CC(Br)(C3)C1)C2 the results were Glyco luc inh 1.3, MC4R antagonist -2.4, PDI turbidity -5.1, CaV13 FRET inh -4.8, HTR2A ag -0.6, Vif imaging 1.6, MC4R ag barr -0.1, H9c2 protect 1.6, aDG glyco up -0.1 and ABCB6 inh 2 93.0.
O=Cc1c(Nc2ccccc2Cl)nc2ccccn2c1=O was read as Glyco luc inh 0.3, MC4R antagonist 8.0, PDI turbidity 4.4, CaV13 FRET inh 4.4, HTR2A ag -2.9, Vif imaging -0.3, MC4R ag barr 0.2, H9c2 protect 1.0, aDG glyco up -0.2 and ABCB6 inh 2 97.0.
For Cc1ccc(NC(=O)COC(=O)c2ccc([N+](=O)[O-])o2)cc1S(=O)(=O)N1CCCCCC1 the results were Glyco luc inh 3.3, MC4R antagonist 8.2, PDI turbidity 3.3, CaV13 FRET inh 3.5, HTR2A ag 2.4, Vif imaging -1.7, MC4R ag barr 0.5, H9c2 protect 21.7, aDG glyco up 0.0 and ABCB6 inh 2 97.0.
For Nc1nnc(SC2CCCC2)s1 the results were Glyco luc inh 2.8, MC4R antagonist 0.5, PDI turbidity 9.1, CaV13 FRET inh -15.1, HTR2A ag 0.0, Vif imaging 13.0, MC4R ag barr -2.7, H9c2 protect 1.0, aDG glyco up 0.0 and ABCB6 inh 2 95.0.
For O=C(c1cccs1)N1CCN(CCCc2ccccc2)CC1 the results were Glyco luc inh -3.4, MC4R antagonist 16.8, PDI turbidity -2.1, CaV13 FRET inh -4.3, HTR2A ag 6.9, Vif imaging 2.8, MC4R ag barr -0.9, H9c2 protect 0.3, aDG glyco up 0.1 and ABCB6 inh 2 95.0.
Screening Cc1ccc(-n2nnnc2SCn2nnc3ccccc3c2=O)cc1 returned Glyco luc inh -1.0, MC4R antagonist 0.9, PDI turbidity 6.4, CaV13 FRET inh -4.5, HTR2A ag 2.6, Vif imaging 0.0, MC4R ag barr -3.9, H9c2 protect -13.1, aDG glyco up 0.0 and ABCB6 inh 2 101.0.
Screening COc1ccc(N2CCN(C(=O)c3c(-c4ccccc4)noc3C)CC2)cc1 returned Glyco luc inh 2.4, MC4R antagonist -1.2, PDI turbidity -2.0, CaV13 FRET inh 6.4, HTR2A ag 1.8, Vif imaging 1.5, MC4R ag barr 0.0, H9c2 protect 1.4, aDG glyco up 0.0 and ABCB6 inh 2 102.0.
Screening CSc1nc2c(cc1C#N)CCCCC2 returned Glyco luc inh -2.3, MC4R antagonist 7.3, PDI turbidity 9.4, CaV13 FRET inh -3.6, HTR2A ag -0.1, Vif imaging -3.4, MC4R ag barr -1.6, H9c2 protect -4.2, aDG glyco up 0.1 and ABCB6 inh 2 102.0.
O=C(COC(=O)CNC(=O)C12CC3CC(CC(C3)C1)C2)NC1CCS(=O)(=O)C1 (stereo not drawn) was read as Glyco luc inh 0.0, MC4R antagonist -2.0, PDI turbidity -3.9, CaV13 FRET inh -4.3, HTR2A ag 4.7, Vif imaging 40.8, MC4R ag barr -2.7, H9c2 protect 7.6, aDG glyco up 0.6 and ABCB6 inh 2 106.0.
For Cc1ccccc1OCCCCc1c(C)n[nH]c1C the results were Glyco luc inh -4.8, MC4R antagonist 1.2, PDI turbidity 0.0, CaV13 FRET inh -7.4, HTR2A ag 2.4, Vif imaging -10.8, MC4R ag barr -1.4, H9c2 protect -23.1, aDG glyco up 3.0 and ABCB6 inh 2 101.0.
`COc1ccccc1NC(=O)COc1cccnc1[N+](=O)[O-]` gave Glyco luc inh 1.9, MC4R antagonist -2.5, PDI turbidity 0.3, CaV13 FRET inh -5.5, HTR2A ag 1.1, Vif imaging -2.2, MC4R ag barr -3.5, H9c2 protect 5.1, aDG glyco up 0.0 and ABCB6 inh 2 100.0.
COc1ccc(-c2noc(CCCC(=O)N3CCOCC3)n2)cc1 was read as Glyco luc inh 1.1, MC4R antagonist 3.8, PDI turbidity 1.9, CaV13 FRET inh -6.2, HTR2A ag 0.3, Vif imaging -2.0, MC4R ag barr 2.6, H9c2 protect -8.8, aDG glyco up 0.1 and ABCB6 inh 2 101.0.
CCOC(=O)COc1ccc2c(c1)c(C(C)=O)c(C)n2-c1ccccc1 was read as Glyco luc inh 0.3, MC4R antagonist 16.8, PDI turbidity -2.0, CaV13 FRET inh -1.4, HTR2A ag 6.7, Vif imaging -5.0, MC4R ag barr -1.1, H9c2 protect -2.0, aDG glyco up -0.1 and ABCB6 inh 2 84.0.
O=C(Nc1ccnn1C1CCN(Cc2c[nH]c3ccccc23)CC1)c1ccccc1 was read as Glyco luc inh 1.6, MC4R antagonist 9.6, PDI turbidity 9.9, CaV13 FRET inh -2.6, HTR2A ag -4.9, Vif imaging -2.1, MC4R ag barr -1.9, H9c2 protect -1.2, aDG glyco up -0.3 and ABCB6 inh 2 101.0.
O=C(O/N=C1\CCCc2ccccc21)c1cccc(Cl)c1 was read as Glyco luc inh 0.8, MC4R antagonist 0.8, PDI turbidity 4.4, CaV13 FRET inh -5.5, HTR2A ag 0.6, Vif imaging 16.3, MC4R ag barr -1.5, H9c2 protect -15.3, aDG glyco up -0.3 and ABCB6 inh 2 94.0.
`CN(C)CCn1c2c(c(SCC(=O)Nc3nccs3)nc1=O)CCCC2` gave Glyco luc inh -1.2, MC4R antagonist 1.6, PDI turbidity -3.5, CaV13 FRET inh -4.5, HTR2A ag -0.4, Vif imaging -0.2, MC4R ag barr -2.0, H9c2 protect 16.5, aDG glyco up 0.3 and ABCB6 inh 2 104.0.
